Ba/F3 V617F tox: loss of viability in JAK2V617F-driven Ba/F3 cells; Ba/F3 EpoR-JAK2V617F viability, ATP luminescence; 1.1% of 220,000 active; inhibition, % at 5.6 µM;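 active means inhibition above the campaign mean plus 3 SD over all tested compounds, cut at about 24% in these data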;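 further: cytokine-independent growth of Ba/F3 cells driven by EpoR plus mutant JAK2; 0% = DMSO-treated cells and 100% = JAK inhibitor I control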
S1P4 antag: blocks the human S1P4 receptor; O95977; S1P4-expressing cells, antagonist mode, reporter read-out; inhibition, % at 4.98 µM; 0.26% of 220,000 active; in the data active means inhibition above about 29%;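 further: 0% = wells stimulated with agonist and 100% = vehicle wells without agonist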
Target sequence (O95977 whole entry, looked up): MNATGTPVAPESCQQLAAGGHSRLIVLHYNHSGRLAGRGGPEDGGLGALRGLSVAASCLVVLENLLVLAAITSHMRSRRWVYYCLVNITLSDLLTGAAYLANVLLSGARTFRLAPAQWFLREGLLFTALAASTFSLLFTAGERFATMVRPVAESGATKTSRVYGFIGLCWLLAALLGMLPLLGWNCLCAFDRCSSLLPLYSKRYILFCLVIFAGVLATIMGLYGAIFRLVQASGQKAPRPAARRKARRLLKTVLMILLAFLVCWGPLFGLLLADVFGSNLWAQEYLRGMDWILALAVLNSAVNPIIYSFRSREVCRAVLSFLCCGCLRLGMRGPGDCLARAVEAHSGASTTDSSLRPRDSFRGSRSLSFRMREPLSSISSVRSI
PERK inhibitor: human PERK inhibition, primary cell-based screen | 0.17% of 220,000 active | inhibition, % at 5.6 µM | CHO PERK-DD fusion, SEAP luminescence translation reporter;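 active means inhibition above the mean inhibition of all tested compounds plus 3 SD, set separately per screening campaign, cut at about 2.9% in these data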;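 further: PERK kinase domain activated by AP20187 dimerizer at 100 nM; 0% = DMSO with dimerizer and 100% = rapamycin at 8.4 µM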
TRPML3 agonist: agonists of human TRPML3 channel; Q8TDD5; HEK293 TRPML3-YFP, Fluo-8 calcium fluorescence; 100% = the carbachol control signal; activation, % at 3 µM; 0.29% of 220,000 active; AID 1448;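 active means activation above its plate's cutoff, the mean activation of the plate's test wells plus 3 SD, cut at about 12% in these data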;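 further: 0% = DMSO only wells and 100% = carbachol wells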
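Test system: TRPML3-YFP stable HEK293 cells. Doses: single point at 3 µM. Incubation: dye loading 1 h 37 °C then 30 min ambient, 125 s read. Signal: Fluo-8 calcium dye fluorescence, ex 470-495, em 515-575 nm. Measure: percent activation from peak-to-basal fluorescence ratio, scaled between DMSO and carbachol.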
zfTRPN1 agonist: agonists of zebrafish TRPN1 channel; HEK293 zebrafish TRPN1-YFP, Fluo-8 calcium fluorescence; 100% = response to 87 µM carbachol; activation, % at 3 µM; 0.18% of 220,000 active; AID 1424;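 active means activation above its plate's cutoff, the mean activation of test wells on that plate plus 3 SD, cut at about 19% in these data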;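 further: 0% = DMSO alone and 100% = 87 µM carbachol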
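Control set: carbachol 87 µM as high control, DMSO as low control; system: HEK293 stable line with zebrafish TRPN1-YFP; read-out: % activation versus carbachol response; detection: intracellular calcium fluorescence with Fluo-8; doses: single test compound dose, 3 µM nominal, 0.3% DMSO; schedule: dye 1 h 37 °C plus 30 min RT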
S1P4 ag: activates the human S1P4 receptor | activation, % at 4.98 µM | O95977 | 0.35% of 220,000 active | AID 1509 | S1P4-expressing cell line, agonist reporter assay; in the data active means activation above about 11%;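 further: 0% = DMSO vehicle and 100% = reference agonist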
Calpain2 inh: inhibitors of pig calpain II; AID 1236; 0.37% of 220,000 active; purified calpain II, fluorogenic peptide substrate, 30 min; inhibition, % at 16 µM;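 active means inhibition above about 50%, limit read from the data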
BaF3 parental: reduces parental Ba/F3 cell viability, JAK2V617F counter-screen | CellTiter-Glo ATP luminescence | inhibition, % at 5.6 µM | 1.1% of 220,000 active;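 active means inhibition above a per-campaign cutoff, the mean inhibition of all tested compounds plus 3 SD, cut at about 27% in these data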;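 further: 0% = DMSO wells and 100% = JAK Inhibitor I control wells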
EP2 mod: modulators of human EP2 prostaglandin E2 receptor; EP2-expressing cells, cAMP HTRF FRET, PGE2 co-stimulation; induction, % at 25 µM; 0.83% of 260,000 active; AID 940;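 active means compounds whose cAMP rise, as percent of the full-agonist control response, exceeds 60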;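 further: rat C6 glioma line stably carrying human EP2 under a CMV promoter; the protocol text gives 20 µM as final concentration; 100% = response of wells given 1 µM PGE2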
Target sequence (P43116 whole entry, looked up): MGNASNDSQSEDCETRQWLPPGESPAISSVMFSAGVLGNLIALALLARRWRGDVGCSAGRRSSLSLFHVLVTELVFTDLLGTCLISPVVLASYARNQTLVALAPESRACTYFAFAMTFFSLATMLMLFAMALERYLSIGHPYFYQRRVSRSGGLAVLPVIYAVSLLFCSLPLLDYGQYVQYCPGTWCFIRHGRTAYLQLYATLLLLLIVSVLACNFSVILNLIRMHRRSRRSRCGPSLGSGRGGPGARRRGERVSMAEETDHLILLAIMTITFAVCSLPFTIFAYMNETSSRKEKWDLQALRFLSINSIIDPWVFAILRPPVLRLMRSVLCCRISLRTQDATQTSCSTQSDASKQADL
An asterisk follows results filed as active; & = joins results of further samples. Not a hit list; any-hit rate near 3.6%.

Key to letters – A = Ba/F3 V617F tox; B = S1P4 antag; C = PERK inhibitor; D = TRPML3 agonist; E = zfTRPN1 agonist; F = S1P4 ag; G = Calpain2 inh; H = BaF3 parental; I = EP2 mod
[1] CCn1c(SCC(=O)Nc2nc3ccc(OC)cc3s2)nc2c1c(=O)n(C)c(=O)n2C
  A: 3.0	B: -14.4	C: 0.1	D: 0.7	E: 1.6	F: 0.3	G: -19.2	H: 13.0	I: -3.0
[2] Cn1c(C(=O)OCC(=O)NCc2cccs2)cc2sccc21
  A: 0.4	B: 3.9	C: 0.7	D: -0.6	E: -1.3	F: -0.7	G: -13.6	H: -1.2	I: -30.4&-112.3
[3] COCC(C)N=C1NN=C(c2cccs2)C(CC(=O)O)S1 (stereo not given)
  A: -1.6	B: 15.1	C: 0.9	D: 0.5	E: 1.6	F: 4.2	G: 2.8	H: 5.3	I: 28.4
[4] Cc1cc(C)cc(NC(=S)NCc2ccncc2)c1
  A: 0.1	B: -5.2	C: 0.9	D: 0.2	E: -1.2	F: 1.0	G: -20.9	H: 6.7	I: 5.1
[5] O=S(=O)(NCc1cccnc1)c1ccc(Cl)c(Cl)c1Cl
  A: -1.7	B: -11.6	C: 0.5	D: 0.8	E: -0.5	F: -0.3	G: -7.1	H: 5.3	I: -3.7
[6] O=C(N/N=C(\Cc1ncc[nH]1)c1ccccc1)c1ccncc1
  A: 3.5	B: -9.6	C: 1.2	D: 0.7	E: 0.7	F: 0.9	G: -8.6	H: 8.7	I: 6.3
[7] COc1ccc(-c2nc(CN3CCC(C(=O)N4CCc5ccccc54)CC3)c(C)o2)cc1OC
  A: 1.5	B: 1.5	C: 0.4	D: 0.6	E: 0.9	F: 0.4	G: -9.3	H: 7.9	I: -8.8
[8] CCOC(=O)CSC1=C(C#N)C(c2ccccc2Cl)C(C(=O)OC)C(=O)N1 (stereo not given)
  A: -2.7	B: -25.4	C: 0.6	D: -1.6	E: -2.4	F: 0.3	G: 19.4	H: -2.4	I: 7.6
[9] Cc1nn(C)cc1/C=C1\CCC/C(=C\c2cn(C)nc2C)C1=O
  A: -4.9	B: -15.5	C: -0.2	D: 0.6	E: 0.1	F: -0.5	G: -331.4	H: 0.8	I: 0.2
[10] COc1cc2c(cc1OC)C(c1ccc(-c3ccc(Cl)c(Cl)c3)o1)=NCC2
  A: 3.7	B: -10.6	C: -1.4	D: 0.9	E: 1.7	F: 2.0	G: 9.8	H: 12.9	I: 5.5
[11] COc1ccccc1CCNC(=O)Nc1cccc([N+](=O)[O-])c1
  A: -0.5	B: -15.2	C: 0.9	D: 1.3	E: 5.5	F: 1.8	G: 1.7	H: 0.0	I: -41.3
[12] COc1ccc(CN(CC2CCC(C(=O)O)CC2)C(=S)Nc2cc(C)cc(C)c2)cc1 (stereo not given)
  A: 1.0	B: -11.1	C: 0.7	D: 0.2	E: -0.6	F: -0.3	G: -17.6	H: 2.4	I: 19.0
[13] CCOC(=O)CSc1ccc(C(=O)Nc2ccc(Cl)cc2)cn1
  A: 4.6	B: -8.3	C: -0.3	D: 1.5	E: 3.6	F: 0.9	G: -15.6	H: 5.0	I: -46.9
[14] CN(C(=O)c1c[nH]c(=O)cc1C(F)(F)F)c1ccc(Cl)c(Cl)c1
  A: -4.9	B: -13.8	C: 0.1	D: 0.3	E: 0.9	F: 1.7	G: 10.7	H: 1.9	I: -8.7
[15] CCOc1ccccc1N(C(=O)CNS(=O)(=O)c1ccccc1)C(CC)C(=O)NCc1ccco1 (stereo not given)
  A: 2.0	B: -10.5	C: -1.4	D: -0.1	E: -1.0	F: 10.6	G: -18.7	H: 1.4	I: 15.5
[16] CCOc1ccc(CN2CCN(Cc3ccsc3)C(CCO)C2)cc1CO (stereo not given)
  A: -1.9	B: -10.6	C: 0.3	D: 0.9	E: 0.8	F: 1.3	G: -16.0	H: 4.5	I: 5.0
[17] O=C(NCc1ccc2c(c1)OCO2)C1CCCN1C(=O)Nc1ccc(F)cc1 (stereo not given)
  A: 3.8	B: -8.4	C: 0.0	D: 0.0	E: -1.4	F: 1.3	G: -47.6	H: 2.6	I: 28.2&-16.1
[18] CC(=O)c1ccc(-n2c(SCC(=O)c3c[nH]c4ccccc34)nc3ccccc3c2=O)cc1
  A: 6.0	B: -9.0	C: 0.0	D: 0.7	E: 1.0	F: -2.8	G: -32.1	H: 7.5	I: -1.2
[19] O=C1C2C3C=CC(CC3)C2C(=O)N1/N=C/c1ccccc1O (stereo not given)
  A: 4.0	B: 8.4	C: 0.1	D: 0.3	E: -1.0	F: -1.7	G: -35.9	H: 4.9	I: 6.8
[20] COc1cccc(C(=O)C2CCCN(C(=O)c3cccc(C#CC(C)(C)O)c3)C2)c1 (stereo not given)
  A: 1.2	B: -8.8	C: -0.4	D: 1.6	E: -1.3	F: -0.1	G: 15.6	H: -1.9	I: -43.1
[21] O=C(/C=C\c1ccco1)Nc1nc(-c2ccccc2)cs1
  A: -0.4	B: 2.1	C: 0.2	D: 0.3	E: -0.9	F: 0.9	G: -6.2	H: -0.2	I: -44.9
[22] Cc1cc(/C=C2\SC(=S)NC2=O)c(C)n1-c1ccc(O)cc1
  A: -6.4	B: 1.9	C: 1.4	D: 1.3	E: 1.5	F: -0.5	G: 12.6	H: 0.8	I: -4.7
[23] CC1=C(C(=O)OCc2ccc3c(c2)OCO3)C(c2ccc(Cl)cc2)NC(=O)N1 (stereo not given)
  A: 73.8*	B: 17.2	C: 0.4	D: 0.1	E: 0.9	F: 5.4	G: 20.7	H: 75.8*	I: 58.9
[24] COc1cc(/C=C/C(=O)OC(C)C(=O)Nc2c(C)n(C)n(-c3ccccc3)c2=O)ccc1OCC#N (stereo not given)
  A: 1.6	B: -9.9	C: 1.4	D: 1.0	E: -0.5	F: 1.6	G: -60.6	H: 4.8	I: 28.8
[25] Cc1cc(C)c(S(=O)(=O)n2nc(C)c(Br)c2C)c(C)c1
  A: -3.4	B: -0.7	C: -0.1	D: 0.5	E: -0.6	F: 1.1	G: -2.0	H: 0.6	I: -11.1

9 entries already listed, sorted by SMILES length, ascending:
Key to letters – A = Ba/F3 V617F tox; B = S1P4 antag; C = PERK inhibitor; D = TRPML3 agonist; E = zfTRPN1 agonist; F = S1P4 ag; G = Calpain2 inh; H = BaF3 parental; I = EP2 mod
[21] O=C(/C=C\c1ccco1)Nc1nc(-c2ccccc2)cs1
  A: -0.4	B: 2.1	C: 0.2	D: 0.3	E: -0.9	F: 0.9	G: -6.2	H: -0.2	I: -44.9
[16] CCOc1ccc(CN2CCN(Cc3ccsc3)C(CCO)C2)cc1CO (stereo not given)
  A: -1.9	B: -10.6	C: 0.3	D: 0.9	E: 0.8	F: 1.3	G: -16.0	H: 4.5	I: 5.0
[22] Cc1cc(/C=C2\SC(=S)NC2=O)c(C)n1-c1ccc(O)cc1
  A: -6.4	B: 1.9	C: 1.4	D: 1.3	E: 1.5	F: -0.5	G: 12.6	H: 0.8	I: -4.7
[17] O=C(NCc1ccc2c(c1)OCO2)C1CCCN1C(=O)Nc1ccc(F)cc1 (stereo not given)
  A: 3.8	B: -8.4	C: 0.0	D: 0.0	E: -1.4	F: 1.3	G: -47.6	H: 2.6	I: 28.2&-16.1
[14] CN(C(=O)c1c[nH]c(=O)cc1C(F)(F)F)c1ccc(Cl)c(Cl)c1
  A: -4.9	B: -13.8	C: 0.1	D: 0.3	E: 0.9	F: 1.7	G: 10.7	H: 1.9	I: -8.7
[23] CC1=C(C(=O)OCc2ccc3c(c2)OCO3)C(c2ccc(Cl)cc2)NC(=O)N1 (stereo not given)
  A: 73.8*	B: 17.2	C: 0.4	D: 0.1	E: 0.9	F: 5.4	G: 20.7	H: 75.8*	I: 58.9
[20] COc1cccc(C(=O)C2CCCN(C(=O)c3cccc(C#CC(C)(C)O)c3)C2)c1 (stereo not given)
  A: 1.2	B: -8.8	C: -0.4	D: 1.6	E: -1.3	F: -0.1	G: 15.6	H: -1.9	I: -43.1
[15] CCOc1ccccc1N(C(=O)CNS(=O)(=O)c1ccccc1)C(CC)C(=O)NCc1ccco1 (stereo not given)
  A: 2.0	B: -10.5	C: -1.4	D: -0.1	E: -1.0	F: 10.6	G: -18.7	H: 1.4	I: 15.5
[18] CC(=O)c1ccc(-n2c(SCC(=O)c3c[nH]c4ccccc34)nc3ccccc3c2=O)cc1
  A: 6.0	B: -9.0	C: 0.0	D: 0.7	E: 1.0	F: -2.8	G: -32.1	H: 7.5	I: -1.2

Screening data (PubChem BioAssay)
